Source: PubChem (several laboratories)
PG9 Ab binder: small molecules binding HIV-1 gp120 antibody PG9. AID 624416. inhibition, % at 6.7 µM. TR-FRET gp120-PG9 antibody binding. 360,000 tested, 0.43% active; in the data active = inhibition above about 8.5%
PLC-beta3 inh: blocks human PLC-beta3 enzyme activity; Q01970; Purified PLC-beta3, fluorogenic substrate, fluorescence; inhibition, % at 12.2 µM; 370,000 tested, 0.18% active; in the data active = inhibition above about 11%;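 also: 0% = median of compound wells on plate and 100% = full blocker control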
Target sequence (Q01970 whole entry, looked up): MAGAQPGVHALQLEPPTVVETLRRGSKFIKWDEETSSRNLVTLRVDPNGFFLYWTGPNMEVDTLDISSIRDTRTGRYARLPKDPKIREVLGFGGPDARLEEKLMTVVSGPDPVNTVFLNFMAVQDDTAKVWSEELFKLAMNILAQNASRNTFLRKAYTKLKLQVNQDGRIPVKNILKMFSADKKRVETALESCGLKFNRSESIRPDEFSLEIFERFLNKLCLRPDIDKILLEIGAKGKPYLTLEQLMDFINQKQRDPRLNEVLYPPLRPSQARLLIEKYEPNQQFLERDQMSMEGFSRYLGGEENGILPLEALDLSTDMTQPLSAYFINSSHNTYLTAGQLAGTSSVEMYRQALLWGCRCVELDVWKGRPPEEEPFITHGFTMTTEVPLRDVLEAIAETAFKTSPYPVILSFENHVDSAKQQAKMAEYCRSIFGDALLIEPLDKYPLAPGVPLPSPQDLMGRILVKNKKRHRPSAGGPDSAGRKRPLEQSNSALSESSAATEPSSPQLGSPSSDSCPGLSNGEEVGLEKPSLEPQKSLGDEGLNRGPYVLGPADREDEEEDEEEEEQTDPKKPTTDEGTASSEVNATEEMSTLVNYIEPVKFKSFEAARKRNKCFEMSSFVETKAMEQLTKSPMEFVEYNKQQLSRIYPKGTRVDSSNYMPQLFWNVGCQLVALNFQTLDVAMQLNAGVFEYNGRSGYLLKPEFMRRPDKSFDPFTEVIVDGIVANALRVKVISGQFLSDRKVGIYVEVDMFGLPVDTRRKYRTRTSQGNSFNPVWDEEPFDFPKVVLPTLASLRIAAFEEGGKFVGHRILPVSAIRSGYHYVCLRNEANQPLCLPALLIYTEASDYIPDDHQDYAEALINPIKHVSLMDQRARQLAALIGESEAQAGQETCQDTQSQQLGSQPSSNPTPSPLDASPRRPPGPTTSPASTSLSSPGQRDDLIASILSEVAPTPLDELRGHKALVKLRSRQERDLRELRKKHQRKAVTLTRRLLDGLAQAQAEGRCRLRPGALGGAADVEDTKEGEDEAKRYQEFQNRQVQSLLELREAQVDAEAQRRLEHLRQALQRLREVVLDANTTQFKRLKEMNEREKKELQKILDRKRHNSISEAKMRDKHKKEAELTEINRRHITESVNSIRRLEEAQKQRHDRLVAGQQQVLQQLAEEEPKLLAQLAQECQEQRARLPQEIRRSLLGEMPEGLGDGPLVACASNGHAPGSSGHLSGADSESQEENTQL
NR1D1 modulator: modulates human Rev-erb alpha binding to DNA; AID 1259318; 370,000 tested, 0.79% active; activity, % at 10 µM; Rev-erbα–FITC-DNA binding, fluorescence polarization, 90 min; P20393;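 active = activity above about 14%, limit read from the data; passing the limit was not always enough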;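 also: 0% = DMSO wells with 35 nM protein and 100% = DMSO wells with 750 nM protein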
hgDAF-12 ag: activates the H. glycines DAF-12 receptor ligand-binding domain; HEK293 GAL4-hgDAF12 UAS-luciferase reporter, agonist luminescence; normalized to butyrate control; activation, % at 6.8 µM; 370,000 tested, 1.8% active; AID 687014;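 active = activation above a cutoff set at the mean of all screened compounds plus 3 SD, cut at about 10% in these data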;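 also: 0% = DMSO wells and 100% = sodium butyrate wells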
ssDAF12 agonist: activates DAF-12 receptor from parasite S. stercoralis; HEK293 ssDAF-12/GRIP1 lit1-tk-luc reporter, luminescence; % of 3 µM dafachronic acid response; activation, % at 6.8 µM; 370,000 tested, 1% active; AID 652126;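 active = activation above the mean over all tested compounds plus 3 SD, cut at about 0.9% in these data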;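 also: 0% = DMSO-only wells and 100% = 3 µM delta7-dafachronic acid wells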
DAX1 inh-1: NR0B1 (DAX1) inhibition; HEK293 Gal4-DAX1 luciferase reporter, luminescence; 340,000 tested, 0.99% active; P51843; inhibition, % at 6.75 µM; AID 504766;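 active = inhibition above the mean over all tested compounds plus 3 SD, cut at about 4.2% in these data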;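 also: 0% = DAX1-transfected cells with DMSO and 100% = empty-vector control cells with DMSO; inhibition shows as a rise in luminescence from relieved DAX1 repression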
sPLA2-III inh: Inhibits HGIII-sPLA2 liposome hydrolysis, primary screen; Q9NZ20; AID 743126; 370,000 tested, 0.56% active; QFRET BODIPY PC-A2 liposome hydrolysis, fluorescence; inhibition, % at 12.2 µM;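 active = inhibition above mean plus 3 SD of compounds lying within the high and low control bounds, cut at about 19% in these data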;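 also: 0% = median of test compound wells and 100% = no enzyme DMSO wells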
SMARCA2 activ: increases SMARCA2 function in MMTV reporter cells; MG213 cells, MMTV-luciferase reporter, dexamethasone, overnight; activation, % at 9.1 µM; 370,000 tested, 1% active; in the data active = activation above about 7.8%;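 also: 0% = vehicle wells and 100% = reference activator wells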
FXN GAA850 act: activators of GAA850 frataxin (FXN) promoter; HEK293 lucGAA850 FXN promoter luciferase reporter, 24 h; percent of 10 µM SAHA response; AID 540364; 360,000 tested, 0.56% active; activation, % at 6 µM;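 active = activation above the average of all compounds screened plus 3 SD, cutoff fixed separately per campaign, cut at about 7.5% in these data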;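 also: 0% = DMSO wells and 100% = 10 µM SAHA wells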
hcDAF-12 act: activators of H. contortus DAF-12 nuclear receptor; 370,000 tested, 1.4% active; HEK293 hcDAF-12 lit1-tk-luc reporter, luminescence; 0% DMSO, 100% Δ7-dafachronic acid; activation, % at 6.8 µM;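 active = activation above the mean of all tested compounds plus 3 SD, cut at about 5.5% in these data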;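 also: 100% = response to 3 µM Δ7-dafachronic acid high control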
DAX1 inh-2: DAX1 (NR0B1) inhibition, primary screen. HEK293T StAR-luciferase reporter, SF-1/DAX-1 repression relief. inhibition, % at 6.8 µM. 370,000 tested, 1.1% active. AID 652010;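 active = inhibition above the mean over all tested compounds plus 3 SD, cut at about 3.6% in these data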;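 also: 0% = DAX-1 cells with DMSO and 100% = cells lacking DAX-1 with DMSO; higher inhibition means more luminescence from relief of DAX-1 repression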
Numbers without * were called inactive; . = not tested or not shown; & = joins results of further samples.

SMILES	PG9 Ab binder	PLC-beta3 inh	NR1D1 modulator	hgDAF-12 ag	ssDAF12 agonist	DAX1 inh-1	sPLA2-III inh	SMARCA2 activ	FXN GAA850 act	hcDAF-12 act	DAX1 inh-2
O=C1Nc2ccc(Cl)cc2C12OCCCO2	-0.1	-2	1	3.9	-0.3	1.0	0	0	1.0	-0.4	-0.1
CCOc1cc(N2CCOCC2)c(OCC)cc1NC1=NCCCCC1	-2.1	4	-4	-0.2	-1.1	0.9	9	-1	0.5	-0.7	0.5
Cc1c(C(=O)OCc2ccccc2)nnn1-c1nonc1N	0.8	-2	-3	-2.0	-0.8	-0.1	-6	2	2.3	-1.4	-0.3
COC(=O)[C@]12C[C@H](CC(=O)NCc3cccs3)C(=O)N(Cc3ccccc3)C1=C[C@H](C1CCCC1)O[C@@H]2C	-0.8	2	-3	0.3	-1.4	.	3	-6	.	-0.4	1.0
COc1ccc(Br)c(Cn2c(C)c(C(=O)NCc3cccs3)sc2=O)c1	0.0	0	7	3.1	-1.5	.	-3	2	-1.2	-3.1	-0.7
CCOc1ccc(NC(=O)C(Cc2ccccc2)NC(=O)C2CCCCC2)cc1 (stereo not given)	2.5	0	-2	-1.8	-0.9	-0.4	10	-2	-1.7	-1.4	0.4
O=C(Nc1ccc([N+](=O)[O-])cn1)c1ccc2c(c1)OCO2	-0.1	5	-6	3.9	-1.1	0.1	-5	2	6.5	-0.8	0.7
Cc1cccc(CN2CCCC(C(=O)N3CCCCC3)C2)c1 (stereo not given)	-2.1	-1	2	-2.4	-1.2	-0.7	-3	2	-0.9	-0.1	-0.1
COc1ccccc1NS(=O)(=O)c1ccc(C(=O)N2CCN(c3ccccc3)CC2)cc1	0.1	-5	-4	-1.7	-1.5	-0.9	-9	-1	-0.2	-2.9	-2.1
Cc1cccc(NC(=O)COC(=O)C2COc3ccccc3O2)c1C (stereo not given)	-0.6	-1	8	0.6	-1.3	0.7	5	-5	-0.4	1.9	-0.6
COCCCN1C(=O)C(=O)/C(=C(/O)c2ccc(S(=O)(=O)N3CCCCC3)cc2)C1c1ccc(O)cc1 (stereo not given)	0.0	-8	2	0.8	-0.5	1.0	-8	-2	0.3	5.2	1.4
Cc1ccc(NC(=O)COC(=O)CCc2c(C)nc3ncnn3c2C)cc1	-0.3	4	-1	4.0	-1.2	0.7	-5	-1	0.9	-0.9	-0.4
O=C1CC(c2ccccc2)CC(O)=C1C=NC1CCCCC1 (stereo not given)	-0.2	-2	-2	-1.7	-1.7	2.6	-6	-1	-0.3	-0.6	-0.5
COc1ccc(OC)c(N(CC(=O)Nc2cccnc2)S(=O)(=O)c2ccc(C)cc2)c1	-2.4	2	-5	1.5	-2.1	0.3	-10	1	-3.5	-0.5	0.1
CCCn1c(N)c(N(CCOC)C(=O)C(C)Oc2ccc(F)cc2)c(=O)[nH]c1=O (stereo not given)	-0.7	-5	-3	1.0	-1.0	1.1	4	0	-1.1	1.0	1.0
Cc1ccc(C(=O)NCCNC(=O)COc2ccc(C)c(C)c2)cn1	-0.2	0	2	-0.2	-1.2	-0.8	6	0	1.3	-0.3	0.1
Cc1ccc(C(=O)N(CCc2ccccc2)Cc2ccccc2)cc1S(=O)(=O)N1CCOCC1	1.1	0	8	-1.6	-1.3	0.1	-8	-2	-1.6	-1.5	-2.2
COc1ccc(NC(=O)c2cc(-c3cccnc3)nc3c(C)c(C)ccc23)c(OC)c1	1.6	-3	-6	1.3	-1.2	0.3	-3	0	-0.8	-1.1	-0.8
COCC(=O)NC(C)c1nc2ccccc2[nH]1 (stereo not given)	-1.5	-1	1	1.0	-0.8	0.9	7	2	0.0	2.6	-0.9
C/C(=N\NC(=O)CNc1cccc(C(F)(F)F)c1)c1cccc(Br)c1	2.1	2	0	1.6	-1.2	-0.4	-4	-1	0.8	3.7	-0.2
Cc1sc2nc(C3CCCCC3)nc(SCC(=O)N3CC(=O)Nc4ccccc43)c2c1C	0.8	-2	7	2.6	1.2*	0.8	8	0	-2.0	0.1	0.1
NC(=O)c1ccc(C(F)(F)F)n(Cc2c(Cl)cccc2Cl)c1=O	1.2	1	0	-2.6	-2.0	-1.1	-12	-5	4.5	-2.8	0.7
Cc1c(NC(=O)CSc2nnc(-c3ccncc3)n2C)c(=O)n(-c2ccccc2)n1C	0.2	0	-8	-0.9	-1.3	2.8	13	-3	-1.2	-0.7	0.0
O=C(CCN1C(=O)C2C3CCC(C3)C2C1=O)Nc1ccc(F)cc1 (stereo not given)	2.4	-3	3	0.0	-0.7	-0.8	6	-1	1.6	-1.1	0.5

Single values from the results shown:
FXN GAA850 act with `Cc1c(NC(=O)CSc2nnc(-c3ccncc3)n2C)c(=O)n(-c2ccccc2)n1C` → -1.2
DAX1 inh-1 with `O=C(CCN1C(=O)C2C3CCC(C3)C2C1=O)Nc1ccc(F)cc1` (stereo not given) → -0.8

Single records (already shown):
`O=C(CCN1C(=O)C2C3CCC(C3)C2C1=O)Nc1ccc(F)cc1` (stereo not given) is listed with PG9 Ab binder: 2.4; PLC-beta3 inh: -3; NR1D1 modulator: 3; hgDAF-12 ag: 0.0; ssDAF12 agonist: -0.7; DAX1 inh-1: -0.8; sPLA2-III inh: 6; SMARCA2 activ: -1; FXN GAA850 act: 1.6; hcDAF-12 act: -1.1; DAX1 inh-2: 0.5
`C/C(=N\NC(=O)CNc1cccc(C(F)(F)F)c1)c1cccc(Br)c1` is listed with PG9 Ab binder: 2.1; PLC-beta3 inh: 2; NR1D1 modulator: 0; hgDAF-12 ag: 1.6; ssDAF12 agonist: -1.2; DAX1 inh-1: -0.4; sPLA2-III inh: -4; SMARCA2 activ: -1; FXN GAA850 act: 0.8; hcDAF-12 act: 3.7; DAX1 inh-2: -0.2

(list continues)
SMILES	PG9 Ab binder	PLC-beta3 inh	NR1D1 modulator	hgDAF-12 ag	ssDAF12 agonist	DAX1 inh-1	sPLA2-III inh	SMARCA2 activ	FXN GAA850 act	hcDAF-12 act	DAX1 inh-2
O=C(COC(=O)c1cccnc1Cl)Nc1nc(-c2ccccc2)cs1	-3.2	1	2	4.6	-1.7	-0.2	-1	9.9*	1.5	0.8	1.1
COc1ccc(/C=N/NC(=O)COc2ccc3ccccc3c2)c(C(=O)O)c1OC	0.4	0	0	-1.2	-0.7	-0.2	5	-1	0.2	4.4	-0.2
CCCCS(=O)(=O)N1C2=NC(C(=O)OCC)=C(C(=O)OCC)C3N(Cc4ccc(C#N)cc4)c4ccccc4[C@]23C[C@H]1C(=O)OC (stereo not given in full)	-1.3	0	0	-2.4	-1.3	.	2	3	.	-1.7	-2.0
CCOc1ccc(C(=O)N/N=C/c2cc(Cl)ccc2[N+](=O)[O-])cc1	-0.6	2	-9	1.3	-1.7	-0.9	-2	1	1.3	-0.7	0.5
C[C@H]1CNC(=O)c2c(C(=O)N3CCN(c4ccccc4)CC3)ncn21	0.4	2	3	1.2	-0.7	.	2	-2	.	1.4	-0.1
CC(/C=N/NC(=O)c1cc(C(C)(C)C)[nH]n1)=C\c1ccccc1	-0.6	-2	-6	-2.1	-1.3	-0.4	7	-1	0.3	-0.5	-0.7
Cc1ccc2cc(C(c3nnnn3C3CCCC3)N(Cc3ccco3)Cc3cccs3)c(=O)[nH]c2c1 (stereo not given)	0.8	-18	5	-2.1	-1.3	-0.1	-9	-5	-3.4	-1.0	-1.0
COC(=O)CN1C(=O)[C@H]2[C@@H](c3ccc(C)o3)N3C(=O)CN(Cc4ccccn4)C(=O)[C@@]3(Cc3ccccc3)[C@H]2C1=O	-1.5	-4	-2	1.5	-1.2	1.3	-5	0	0.0	-0.8	-0.1
Nc1nnc(/C=C/c2cccc([N+](=O)[O-])c2)s1	-2.9	-2	3	3.6	-0.7	0.0	-3	2	3.1	1.0	0.3
CNS(=O)(=O)Cc1ccc2[nH]cc(CCN(C)C)c2c1	-1.3&-6.2	0&-1	-5&-3&1	6.0&5.5	-1.1&-0.5	0.3&0.3	5&5	-6&0	-0.2&0.3	3.5&1.4	0.3&-0.4
Cc1ccccc1N/C(=N/S(=O)(=O)c1ccccc1)c1ccc(F)cc1	2.5	3	-1	-0.9	-1.3	-0.6	4	-6	0.7	-2.0	0.2
COCC1CCN(Cc2nc(COc3ccccc3)no2)C1 (stereo not given)	-0.7	-4	0	3.9	-1.2	0.8	0	8.3*	-1.9	0.0	-0.4
CCn1c(SCC(=O)NCC2CCCO2)nnc1-c1ccccc1 (stereo not given)	-0.5	0	-2	0.0	-1.4	0.6	-3	-1	0.9	0.1	-0.3
COc1ccc(CCNC(=O)C(C)OC(=O)c2ccco2)cc1OC (stereo not given)	-1.5	0	1	1.4	-0.8	0.0	1	-3	2.8	-2.2	-0.7
Cc1ccc(C)c(N2CCN(C3CCCC(C)C3)CC2)c1 (stereo not given)	0.1	-5	-6	0.2	-1.8	1.6	6	-3	-2.9	-0.1	-0.4
COc1ccc(CSc2nnnn2-c2ccc(C(N)=O)cc2)cc1[N+](=O)[O-]	0.4	4	0	1.9	-0.9	-1.3	-1	0	3.3	-1.2	-0.6
Cc1cc(=O)oc(C)c1C(=O)Nc1cccc2ccccc12	-1.4	4	2	-1.4	-1.1	-0.5	1	1	-0.1	-0.9	0.2
Cc1ccc(S(=O)(=O)N2CCN(C(=O)COC(=O)CCc3ccccc3)CC2)c(C)c1	1.2	-6	5	2.0	-1.6	1.3	-18	-3	-0.9	-0.8	-1.3
COc1ccc(C(=O)NCc2nnc(SCC(=O)N3CCCc4ccccc43)o2)cc1OC	0.2	2	1	-0.1	-1.5	-1.6	-2	2	0.0	0.4	-1.1
COc1ccc(/C=N/NC(=O)c2cccc([N+](=O)[O-])c2)cc1O	-2.7	6	1	1.7	-0.3	1.4	-7	1	-0.8	0.8	-0.5
CN(C)c1ccc(N=Cc2cccn2C)cc1	-76	-6	3	-1.5	-1.5	2.0	6	-1	-5.7	1.4	-0.7
Cc1ccc(C)c(S(=O)(=O)N2CCNCC2)c1	-1.1	-4	-1	1.0	-1.4	0.1	2	0	-1.6	-1.1	-0.5
Cc1cc(=O)[nH]c(N/N=C/c2cc(C)n(CC(F)(F)F)c2C)n1	-2.9	-5	-5	-0.9	-1.1	-1.4	8	-4	-6.9	-0.8	-0.1
CCc1ccc(S(=O)(=O)NCc2cn3ccsc3n2)s1	-1.3	1	0	-0.9	-1.7	-1.5	2	0	0.0	-1.6	0.2
CC(=O)c1ccc(NC(=O)Nc2ccccc2)cc1	-0.9	-1	1	13*	0.2	-1.3	-18	1	1.3	4.3	3.6*
Cc1ccccc1C(=O)NCC(=O)O	-1.7	-2	6	-1.2	-1.8	0.1	-1	3	0.5	-1.4	0.4
CN(C)C(=O)c1ccc(NC(=O)CC2SC(N3CCCC3)=NC2=O)cc1 (stereo not given)	-0.2	-8	0	-2.4	-1.1	-1.2	10	-1	4.2	-1.4	1.1
COc1ccc(C(=O)NCC(=O)c2ccccc2)cc1	-0.9	-3	8	12*	-0.2	1.4	-4	2	3.3	1.2	1.6

Two compounds from above, showing only DAX1 inh-1:
Structure | DAX1 inh-1
CC(=O)c1ccc(NC(=O)Nc2ccccc2)cc1 | -1.3
Cc1ccccc1C(=O)NCC(=O)O | 0.1
